From PubChem BioAssay
PPC-1+TRAIL kill: compounds killing PPC-1 cancer cells with TRAIL present, primary screen, TRAIL potentiator project, ATPLite luminescence, uHTS; cell killing (% activity), % at 4 µM; 220,000 tested, 0.41% active; PPC-1 cells + TRAIL, ATPLite viability luminescence;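 active = cell killing above 50% in the first pass at 4 µM, then a duplicate retest at 5 µM averaging 50% or more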;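 also: plate controls were cells with TRAIL plus DMSO for no effect and medium-only wells lacking cells for full effect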
14-3-3 Bad inh: inhibitors of 14-3-3 zeta/Bad binding, primary screen, biochemical, TR-FRET, bovine 14-3-3 zeta; 14-3-3 protein zeta/delta (Bos taurus), P63103; TR-FRET 14-3-3zeta/Dy647-pBad peptide displacement, 1 h; inhibition, % at 21.7 µM; 220,000 tested, 0.71% active;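 active = inhibition above about 70%, limit read from the data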;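 also: 0% = full 14-3-3 plus peptide FRET controls and 100% = background without 14-3-3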
Target sequence (P63103 whole entry, looked up): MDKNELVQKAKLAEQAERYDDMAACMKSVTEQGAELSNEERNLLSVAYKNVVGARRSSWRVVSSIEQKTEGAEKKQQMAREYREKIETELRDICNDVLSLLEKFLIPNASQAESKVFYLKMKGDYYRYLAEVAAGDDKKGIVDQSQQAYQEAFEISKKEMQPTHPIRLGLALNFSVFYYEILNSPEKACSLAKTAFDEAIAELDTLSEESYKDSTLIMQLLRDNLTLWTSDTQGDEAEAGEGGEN
EP2 antag: human EP2 receptor antagonists, primary screen, TR-FRET cAMP, C6 glioma cells; C6 glioma cells expressing human EP2; cells stimulated with saturating PGE2; inhibition, % at 25 µM; 260,000 tested, 0.52% active; AID 1422, 2008;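 active = percent inhibition above 40 after rounding to a whole number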;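 also: rat C6 glioma host cells with rolipram phosphodiesterase inhibitor present; the protocol text gives 20 µM as final concentration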
Target sequence (P43116 whole entry, looked up): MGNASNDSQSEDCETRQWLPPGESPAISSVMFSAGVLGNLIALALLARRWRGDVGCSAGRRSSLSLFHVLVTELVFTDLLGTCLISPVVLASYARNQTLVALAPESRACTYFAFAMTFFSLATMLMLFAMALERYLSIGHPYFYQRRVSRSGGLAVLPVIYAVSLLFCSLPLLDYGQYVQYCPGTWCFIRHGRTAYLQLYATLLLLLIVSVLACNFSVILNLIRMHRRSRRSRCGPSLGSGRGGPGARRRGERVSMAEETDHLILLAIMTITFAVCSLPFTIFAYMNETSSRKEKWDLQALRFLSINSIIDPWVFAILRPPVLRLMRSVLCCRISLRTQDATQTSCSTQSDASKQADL
NPY-Y1 antag: NPY-Y1 receptor antagonists, primary screen, cell-based; 200,000 tested, 1% active; inhibition, % at 3.6 µM; HEK293-CNG Y1 cells, membrane potential fluorescence; NPY at EC95, then isoproterenol; AID 1040, 2008;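 active = inhibition above the campaign mean inhibition of all tested compounds plus 3 SD, cut at about 20% in these data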;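 also: 0% = DMSO wells given NPY plus isoproterenol and 100% = isoproterenol alone without NPY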
Target sequence (P25929 whole entry, looked up): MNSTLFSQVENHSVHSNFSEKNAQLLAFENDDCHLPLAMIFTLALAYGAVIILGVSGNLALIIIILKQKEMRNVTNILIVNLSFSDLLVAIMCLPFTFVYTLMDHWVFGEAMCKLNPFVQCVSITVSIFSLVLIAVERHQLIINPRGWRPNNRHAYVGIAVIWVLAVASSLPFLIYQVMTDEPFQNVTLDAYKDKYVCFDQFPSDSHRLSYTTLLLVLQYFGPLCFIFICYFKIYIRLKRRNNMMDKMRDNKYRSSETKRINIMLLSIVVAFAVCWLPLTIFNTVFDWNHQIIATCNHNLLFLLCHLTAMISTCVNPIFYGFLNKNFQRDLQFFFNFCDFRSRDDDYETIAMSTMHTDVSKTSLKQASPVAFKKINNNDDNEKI
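Benchmarks – high control isoproterenol alone, low control NPY with isoproterenol · Material – HEK293 Y1/CNG channel cell line · Times – dye 3 h, compound 60 min room temperature, stimulation 45 min · Probe or stimulus – NPY (25 nM), isoproterenol (1 µM), Ro 20-1724 (25 µM) · Evaluation – % inhibition of NPY effect · Signal – fluorescence, membrane potential probe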
CHOP inh: inhibitors of CHOP promoter induction, primary screen, cell-based, unfolded protein response, luciferase reporter | CHO-K1 CHOP-promoter luciferase, tunicamycin-induced, 15-18 h | inhibition, % at 10 µM | 220,000 tested, 3.8% active | AID 2732, 2010;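 active = compounds that reduced the stress-induced luciferase reporter signal by more than about 70% of percent inhibition, limit read from the data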;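 also: 0% = tunicamycin plus vehicle and 100% = wells without tunicamycin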
NPY-Y1 PAM-ag: NPY-Y1 receptor potentiators or agonists, primary screen, cell-based; activation, % at 3.6 µM; 220,000 tested, 0.37% active; AID 1304, 2008; NPY-Y1 expressing cells, potentiator/agonist activation; in the data active = activation above about 33%, passing the limit was not always enough;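 also: cells stimulated with NPY at EC10 then isoproterenol at EC100; 0% = low agonist plus stimulus and 100% = saturating agonist plus stimulus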
TRPML3 agonist: human TRPML3 channel agonists, primary screen, cell-based, HEK293 TRPML3-YFP, Fluo-8 calcium fluorescence, 3 µM; 100% = the carbachol control signal; 220,000 tested, 0.29% active; AID 1448, 2008; Mucolipin-3 (Homo sapiens), Q8TDD5; activation, % at 3 µM;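 active = activation above its plate's cutoff, the mean activation of the plate's test wells plus 3 SD, cut at about 12% in these data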;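 also: 0% = DMSO only wells and 100% = carbachol wells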
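Material: HEK293 cells stably carrying human TRPML3-YFP; compound dosing: single dose, 3 µM final nominal compound, 0.3% DMSO final; incubation: 1-h 37 °C dye load, 5-s basal, 120-s post-compound reads; technique: Fluo-8 intracellular calcium fluorescence, excitation 470-495 nm, emission 515-575 nm; read-out basis: percent activation from peak-to-basal fluorescence ratio, scaled between DMSO and carbachol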
zfTRPN1 agonist: zebrafish TRPN1 channel agonists, primary screen, cell-based, HEK293, calcium fluorescence; transient receptor potential cation channel N1 (TRPN1/NompC), Danio rerio; HEK293 zebrafish TRPN1-YFP, Fluo-8 calcium fluorescence; 100% = response to 87 µM carbachol; activation, % at 3 µM; 220,000 tested, 0.18% active; AID 1424, 2008;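 active = activation above its plate's cutoff, the mean activation of test wells on that plate plus 3 SD, cut at about 19% in these data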;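 also: 0% = DMSO alone and 100% = 87 µM carbachol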
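Control set: carbachol 87 µM as high control, DMSO as low control; system: HEK293 stable line with zebrafish TRPN1-YFP; read-out: % activation versus carbachol response; detection: intracellular calcium fluorescence with Fluo-8; doses: single test compound dose, 3 µM nominal, 0.3% DMSO; schedule: dye 1 h 37 °C plus 30 min RT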
EP2 modulator: EP2 receptor modulators, cAMP readout, primary screen, cell-based, HTRF cAMP, PGE2 stimulation; 260,000 tested, 0.83% active; Prostaglandin E2 receptor EP2 subtype (Homo sapiens), P43116; induction, % at 25 µM; EP2-expressing cells, cAMP HTRF FRET, PGE2 co-stimulation;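 active = compounds whose cAMP rise, as percent of the full-agonist control response, exceeds 60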;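 also: rat C6 glioma line stably carrying human EP2 under a CMV promoter; the protocol text gives 20 µM as final concentration; 100% = response of wells given 1 µM PGE2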
Active calls of the source: *; x = no result given; & = joins results of further samples; [ ] = remark or other dose. Some of the compounds tested (hit frequency here may not be typical).

Every second line gives: PPC-1+TRAIL kill	14-3-3 Bad inh	EP2 antag	NPY-Y1 antag	CHOP inh	NPY-Y1 PAM-ag	TRPML3 agonist	zfTRPN1 agonist	EP2 modulator
CCC(C(=O)NC1CCCC1)N(C(=O)Cn1nnc(-c2cccs2)n1)c1cnc2ccccc2c1 (centres undefined)
→ 11	-13	8	6	9	7	0.3	0.0	40
CC1(C(=O)O)CCC(C(=O)NC2CCCCCC2)C1(C)C (centres undefined)
→ -1	-7	6	-4	9	8	0.8	-0.1	20
CC(NC(=O)CCN1N=C(c2ccccc2)CCC1=O)c1ccc2c(c1)OCCO2 (centres undefined)
→ -15	9	11	-2	21	-4	-0.4	0.0	-12
Cc1cccc(CSc2ncnc3nc[nH]c23)c1
→ 35	2	7	5	-1	3	-0.6	-1.3	4
Cc1cc(C)n(-c2cc(C(=O)O)cc(C(=O)O)c2)n1
→ 9	7	8	7	11	10	-0.6	-0.7	19
CCN(CC)CCCNC(=O)C1c2ccccc2C(=O)N(C)C1c1ccc(OC)cc1 (centres undefined)
→ 1	10[fluorescence artefact?]	9	6	22	-6	0.6	1.1	-9
Cc1cc(C)nc(NS(=O)(=O)c2ccc(NC(=O)c3cccs3)cc2)n1
→ 11	-2	8	-4	10	-6	1.1	-0.4	27
O=C(OCc1nc2ccccc2[n+]([O-])c1C(=O)c1ccccc1)c1cccnc1
→ -11	3	7	x	-5	14	0.9	-0.1	-29
CCS(=O)(=O)Nc1ccc2c(c1)OCO2
→ 13	-20	16	-3	65	11	0.0	1.0	28
N/C(=N\OC(=O)c1ccccc1)c1ccccn1
→ 43[5 µM]	-6	12	2	86*	-8	-0.6	0.8	-20
Cc1ccc(NCc2ccc(Cl)nc2)c(NCc2ccc(Cl)nc2)c1
→ 2	-17	4	0	16	7	-0.7	-1.0	-3
O=C(NCc1nnc(SCC(=O)N2CCc3ccccc32)o1)c1cccs1
→ 4	5	5	-3	3	11	0.5	-2.1	-17
N#Cc1ccc(Oc2cccc(C(=O)O)c2)cc1C#N
→ 13	0	6	-1	9	-19	0.2	-0.4	-2
Cc1onc(C(=O)Nc2sc3c(c2C#N)CCCC3)c1[N+](=O)[O-]
→ -4	-3	7	4	20	5	0.3	0.1	2
COc1ccc(F)cc1CN1CCN(C(=O)CCC(=O)Nc2nnc(C(C)C)s2)CC1
→ 2	14	15	4	21	-13	0.7	2.9	11
Cc1cccc(C(=O)N/N=C/c2cc(Br)c(Br)o2)c1
→ 12	-9[fluorescence artefact?]	14	1	-30	-29	-0.2	-0.3	-30
O=C(Nc1cccc2nsnc12)c1ccc(-c2cccc(Cl)c2)o1
→ 2	2[fluorescence artefact?]	15	4	-7	1	0.0	-0.4	0
Cc1cccc(N=Nc2c(N)n[nH]c2-c2ccc(Cl)cc2)c1
→ -6	3	8	-9	109*	21	-0.3	0.5	52
COc1ccc(NC(=O)CCC2CCCC2)cc1OC
→ -12	-10	15	0	-4	13	1.0	0.6	22
Cc1nn(-c2ccccc2)c2sc(-c3nnc(SCC(=O)O)o3)cc12
→ 7	1	x	10	-10	-12	0.2	-0.8	27
O=C(N/N=C/c1cccc([N+](=O)[O-])c1)C1COc2ccccc2O1 (centres undefined)
→ 21	12	6	1	-5	-12	-0.2	0.6	-37
COC(=O)c1ccc(NC(=O)C2C3CCC(C3)C2C(=O)O)cc1 (centres undefined)
→ 34	5	2	-1	-32	-8	0.2	1.0	-1
Cc1cc(C)c(N2C(=O)C3C4CC(=O)C(c5ccccc54)C3C2=O)c(C)c1 (centres undefined)
→ 12	2	4	x	13	36	0.2	0.6	26
C=CCNC(=S)NNC(=O)c1cccnc1
→ 5	-1	7	x	24	10	0.6	0.9	23
O=C(Nc1c(F)cc(F)cc1Br)c1cc(S(=O)(=O)N2CCN(c3ccccn3)CC2)ccc1F
→ -5	16	12	-3	25	4	1.8	0.9	-40
Cc1ccccc1N1CC(O)(c2cccs2)[N+]2=C1CCCC2 (centres undefined)
→ 1	0	11	1	11	-1	0.7	-0.4	33
O=C(NCc1ccco1)c1ccccc1NS(=O)(=O)c1ccc2c(c1)OCCO2
→ 16	13	11	0	-8	-9	0.9	0.9	7
CCCCNC(=O)COC(=O)CNC(=O)c1cc(Cl)cc([N+](=O)[O-])c1
→ 17	-6	3	6	12	9	0.4	4.7	22
C/C(=C\C(=O)c1ccccc1)Nc1ccc(O)cc1
→ 2	-11	0	0	28	10	0.5	0.6	12
COc1ccc(C(=O)N2CCN=C2SCc2cccnc2)c(OC)c1
→ -8	10	11	0	22	-5	0.5	0.2	26
CCOC(=O)N1CCN(C(=O)c2cnc3n(c2=O)CCS3)CC1
→ 16	9	6	-1	-10	4	0.9	0.8	-6
CCOc1ccc(C(=O)Nc2ccc3c(c2)OCCO3)cc1OC
→ 31	1	10	3	-3	23	-0.3	-0.3	-7
Nc1nc(N2CCOCC2)nc2ccccc12
→ 9	48[fluorescence artefact?]	12	2	0	-5	0.3	0.1	-9
COc1ccccc1NC(=O)Cn1cc(C#N)c2ccccc21
→ 2	-11	6	1	14	22	0.3	0.2	-10
CC(C)(C)OC(=O)N1CCOCCOCCN(C(=O)OC(C)(C)C)CCOCCOCC1
→ 15	-3[fluorescence artefact?]	10	8	14	5	-0.1	-0.1	29
O=C(CSc1nc2ccccc2c(=O)n1-c1ccccc1)c1c[nH]c2ccccc12
→ -4	-4	8	1	76*	-6	0.6	0.8	-2
CCNC(=O)c1ccc(C2SCC(=O)N2Cc2ccco2)cc1 (centres undefined)
→ -10	-6[fluorescence artefact?]	11	-4	6	-24	0.5	1.1	10
Cc1[nH]c2ccc(C(=O)O)cc2c1C
→ 20	-15	19	1	10	-28	0.4	-0.7	3
COc1ccc(Cc2nn[nH]n2)cc1
→ 5	3	0	8	30	-11	0.5	0.3	35
CC1(C)CC(NCCC(c2ccccc2)c2ccco2)CCO1 (centres undefined)
→ -4	-9	11	x	-13	7	0.0	-1.4	-8
Cc1ccc(CNc2ncccc2-c2nc3cc(Cl)ccc3o2)cc1
→ 29	4	6	2	26	3	0.1	-0.7	28
CCCCn1c(NC(C)CC)nc2c1c(=O)[nH]c(=O)n2C (centres undefined)
→ 8	-9	11	-1	-13	2	-0.1	-0.3	0
CC1(C)CC(=O)C2=C(C1)N(Cc1cccnc1)C(=O)C2(NC(=O)C1CC1)C(F)(F)F (centres undefined)
→ 7	-1	2	-2	17	-1	1.0	1.6	20
Cc1cc(C)cc(NC(=O)N2CCCC2C(=O)Nc2ccc(-n3cnnn3)cc2)c1 (centres undefined)
→ 3	13[fluorescence artefact?]	12&10	-4	0	3	0.4	-0.8	-14&17
COc1ccc2c(CN3CCN(S(=O)(=O)c4cccs4)CC3)cc(=O)oc2c1
→ 24	-1	6	3	53	-14	1.4	2.5	-6
Cc1c(C(=O)NCc2cccnc2)oc2ccc(S(=O)(=O)N3CCC4(CC3)OCCO4)cc12
→ 14	-1	22	-5	2	20	0.8	-0.1	-1
COC(=O)c1c(C)nc2nonc2c1N
→ 6	17	9	2	2	10	0.1	-1.2	-8
Cc1cccc(NC(=O)C(=O)NCCCN2CCOCC2)c1
→ 10	-8	5	0	11	13	0.8	-0.3	-23
Cc1cc(=O)oc2cc(O)c(N=Nc3ccccc3)cc12
→ 17	-3	11	x	-29	12	0.8	2.1	1
O=C(Cn1nnc(-c2ccccc2F)n1)NCc1ccco1
→ 17	-7	5	3	-8	-9	0.5	1.7	7
Cc1csc(SCC(=O)Nc2cc(C(C)(C)C)nn2-c2ccccc2)n1
→ -1	7	8	-3	37	12	0.5	0.5	14
O=C(O)c1ccc(SCc2cnc(Cl)s2)cc1
→ -22	2	14	-3	20	13	-0.6	1.1	18
CS(=O)(=O)CCSc1ncccc1C(=O)NCc1cccs1
→ 0	-19	14	x	7	-2	0.1	1.5	-15
Cc1ccccc1N1Cc2ccccc2C1
→ 7	12	1	-4	2	9	1.2	-0.8	20
CCOC(=O)c1csc(NC(=O)CSc2nnnn2-c2ccc3c(c2)OCCO3)n1
→ 16	-5[fluorescence artefact?]	23	-4	63	2	2.6	6.0	-58
O=C(Nc1ccccc1N1CCOCC1)C1CCN(S(=O)(=O)c2cccc(C(F)(F)F)c2)CC1
→ 1	-7	10	-5	56	-9	-0.5	-2.4	11
CCCn1nc(C(=O)OCC(=O)c2ccccc2)c2ccccc2c1=O
→ -1	0	5	-3	10	-9	-0.4	-2.7	9
COCCNC(=S)N1CCN(c2cccc(C)c2C)CC1
→ 32	-3	10&2	0	11	-6	0.0	-1.3	-12&-20
COc1cccc(CNc2ccc(F)c(Cl)c2)c1OC
→ -14	24	4	6	62	-8	0.1	-1.3	-17
O=C(NCc1ccccc1)C(c1ccccc1)N(C(=O)c1csnn1)C1CC1 (centres undefined)
→ 2	-13	6	-2	11	13	-0.5	-1.0	25

The results go on.
Every second line gives: PPC-1+TRAIL kill	14-3-3 Bad inh	EP2 antag	NPY-Y1 antag	CHOP inh	NPY-Y1 PAM-ag	TRPML3 agonist	zfTRPN1 agonist	EP2 modulator
COc1cc(C(=O)NCCc2cn3ccc(C)cc3n2)cc(OC)c1OC
→ 20	-2[fluorescence artefact?]	13	0	5	-7	0.8	0.8	-3
O=C(c1ccccc1-c1ccccc1)N1CCN(c2ccccn2)CC1
→ -1	5	x	1	x	0	-0.3	0.4	-4
CN1CCN(/N=C/c2ccc(N(C)c3ccccc3)cc2)CC1
→ -4	-7	9	0	-17	7	-0.4	-1.4	-5
CN1CCN(C(CNS(=O)(=O)c2cccs2)c2cccnc2)CC1 (centres undefined)
→ 0	-2	9	-1	13	11	0.9	1.0	13
O=[N+]([O-])c1cccc(-c2noc(COc3ccccc3)n2)c1
→ 14	-20	7	25*	21	-18	-0.1	-1.6	-1
O=C(c1cc(F)c(F)cc1Cl)N1CCCCC1
→ -16	-3[fluorescence artefact?]	14	2	34	2	0.0	-0.6	-6
O=C(c1ccc(Cl)c(Cl)c1)N1CCC(O)(CN2CCOCC2)CC1
→ -13	-13	7	-1	16	3	1.5	-0.1	18
